# Source: PubChem BioAssay
# LEDGF integ inh: blockers of LEDGF/p75-dependent integrase strand transfer – biochemical, TR-FRET, high throughput, primary screen; actives 0.64% (n = 370,000); HIV-1 integrase (with human LEDGF/p75); AID 743269, 2014; inhibition, % at 3.7 µM; TR-FRET IN-LEDGF/p75 DNA integration, Eu/Cy5;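 active = inhibition above the screen-wide mean plus 3 SD, cut at about 13% in these data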;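 note: signal is the Cy5 over europium emission ratio at 671 and 618 nm; 0% = plate median of compound wells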
# ADAM17 inh: ADAM17 inhibitors, primary screen, biochemical, QFRET | Disintegrin and metalloproteinase domain-containing protein 17 (Homo sapiens), P78536 | recombinant ADAM17, EDANS/DABCYL FRET peptide cleavage | inhibition, % at 6.95 µM | actives 0.83% (n = 370,000);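 active = inhibition above the mean of compounds lying between control limits plus 3 SD, set per campaign, cut at about 8.5% in these data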;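 note: 0% = DMSO-only wells as the low control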
# KLK7 zymogen act: proKLK7 zymogen activators, primary screen, biochemical, fluorescence intensity; Kallikrein-7 (Homo sapiens), P49862; purified proKLK7, EDANS-DABCYL substrate fluorescence; 100% is mature enzyme control, 0% vehicle; activation, % at 7 µM; actives 0.9% (n = 370,000); AID 652039, 2013;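 active = activation above the mean of all tested compounds plus 3 SD, computed per campaign excluding outliers beyond control limits, cut at about 13% in these data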
# Target sequence (P49862 whole entry, looked up): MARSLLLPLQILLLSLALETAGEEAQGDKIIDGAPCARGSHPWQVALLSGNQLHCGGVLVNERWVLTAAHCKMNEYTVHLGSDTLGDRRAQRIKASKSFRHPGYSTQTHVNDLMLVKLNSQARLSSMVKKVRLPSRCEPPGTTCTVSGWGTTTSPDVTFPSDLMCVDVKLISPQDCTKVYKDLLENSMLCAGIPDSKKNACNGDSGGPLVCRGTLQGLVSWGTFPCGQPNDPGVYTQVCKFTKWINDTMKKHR
# ADAM10 inh: human ADAM10 inhibitors, primary screen, biochemical, QFRET, HTS | Disintegrin and metalloproteinase domain-containing protein 10 (Homo sapiens), O14672 | recombinant ADAM10, EDANS/DABCYL FRET peptide cleavage, 3 h | inhibition, % at 7 µM | actives 0.62% (n = 370,000);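 active = inhibition above a per-campaign cutoff equal to the mean of compounds falling between control-based bounds plus 3 SD, cut at about 20% in these data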;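 note: 0% = DMSO wells while the 100% control is not disclosed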
# TDP2 absorb: human TDP2 enzyme inhibitors, primary screen, biochemical, epi absorbance, recombinant enzyme; inhibition, % at 12.8 µM; T5PNP hydrolysis, p-nitrophenol absorbance 415 nm; actives 0.34% (n = 370,000); Tyrosyl-DNA phosphodiesterase 2 (Homo sapiens), O95551;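 active = inhibition above the mean of all tested compounds plus 3 SD, set per campaign, cut at about 25% in these data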;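 note: 0% = DMSO with enzyme and 100% = buffer with substrate but no TDP2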
#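 Test system: human TDP2 enzyme; Input: 120 nM TDP2 per well; Buffer or medium: Mg2+-containing Tris-HCl buffer, pH 7.5; Reagent: 5 mM T5PNP; Dosing: 12.8 µM single point, 1% DMSO; Incubation: reaction 2 h, 37 °C; Detection: p-Nitrophenol epi absorbance; Read-out: % inhibition relative to enzyme-containing and enzyme-free wells; Replicates: single well per compound.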
# PLCg1 inh: PLC-gamma1 enzyme inhibitors, primary screen, biochemical, fluorescence, purified enzyme | actives 0.84% (n = 370,000) | inhibition, % at 12.2 µM | 1-phosphatidylinositol 4,5-bisphosphate phosphodiesterase gamma-1 (Homo sapiens), P19174 | fluorogenic substrate; in the data active = inhibition above about 9.5%
# Tn7 DDE FP: inhibitors of Tn7 peptide binding to fibrin DD(E), primary screen, biochemical, fluorescence polarization, human fibrin, Tn7 probe | Fibrinogen beta chain (Homo sapiens), P02675 | FP displacement of FITC-Tn7 peptide from fibrin DD(E); 0% = median of compound wells per plate | inhibition, % at 8.3 µM | actives 0.13% (n = 370,000) | AID 720508, 2013;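 active = inhibition above the mean of compounds falling within the control limits plus 3 SD of them, cut at about 14% in these data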;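 note: 0% = plate median of compound wells and 100% = 10 µM Aha-Tn7 peptide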
# Target sequence (P02675 whole entry, looked up): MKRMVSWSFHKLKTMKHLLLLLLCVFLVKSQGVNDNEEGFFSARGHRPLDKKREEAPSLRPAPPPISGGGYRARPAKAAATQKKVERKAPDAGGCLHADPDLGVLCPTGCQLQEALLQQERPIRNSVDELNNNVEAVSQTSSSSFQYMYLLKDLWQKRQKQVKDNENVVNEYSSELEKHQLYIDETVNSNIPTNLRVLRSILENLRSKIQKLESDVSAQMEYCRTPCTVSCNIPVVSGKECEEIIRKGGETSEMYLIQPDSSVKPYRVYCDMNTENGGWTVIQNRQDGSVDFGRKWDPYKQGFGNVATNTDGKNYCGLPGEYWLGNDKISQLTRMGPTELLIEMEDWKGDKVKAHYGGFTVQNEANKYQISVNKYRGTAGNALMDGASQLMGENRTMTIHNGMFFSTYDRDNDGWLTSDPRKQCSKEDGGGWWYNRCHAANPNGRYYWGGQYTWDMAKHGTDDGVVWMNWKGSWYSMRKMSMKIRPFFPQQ
#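 Also added: labelled Tn7 tracer, 0.1 µM; Assay system: human fibrin DD(E) protein; Amount: 2 µM fibrin DD(E); Schedule: 10 min compound pre-incubation, 3 h probe incubation at room temperature; Repeats: one replicate per compound; Read-out basis: percent inhibition; Measured by: fluorescence polarization of the labelled Tn7 tracer.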
# ASAP1 inh: inhibitors of human ASAP1 ArfGAP activity, primary screen, biochemical, fluorescence polarization; actives 0.19% (n = 360,000); ASAP1-stimulated ARF1 GTP hydrolysis, GDP FP detection; inhibition, % at 16.5 µM; in the data active = inhibition above about 25%;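 note: 0% = vehicle with enzyme and substrate and 100% = no enzyme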
# DDE Tn6 FP inh: inhibitors of Tn6 peptide binding to fibrin DD(E), primary screen, biochemical, fluorescence polarization, human fibrin, Tn6 probe. inhibition, % at 8.3 µM. actives 0.21% (n = 370,000). Fibrin DD(E) TRITC-Tn6 fluorescence polarization displacement;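 active = inhibition above a per-campaign cutoff: mean of compounds within control limits plus 3 SD, cut at about 15% in these data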;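 note: 0% = median of all compound wells on the plate and 100% = blocking peptide control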
# ARFGAP1 inh: inhibitors of rat ARFGAP1 GAP activity, primary screen, biochemical, fluorescence polarization, GDP tracer; actives 0.26% (n = 360,000); inhibition, % at 16.5 µM; Arfgap1-stimulated ARF1 GTP hydrolysis, GDP FP detection; ADP-ribosylation factor GTPase-activating protein 1 (Rattus norvegicus), Q62848;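 active = inhibition above a per-plate limit, mean inhibition of low control wells plus 3 SD, cut at about 25% in these data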;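 note: 0% = DMSO wells with enzyme and 100% = wells lacking Arfgap1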
# Target sequence (Q62848 1-136 limits assumed): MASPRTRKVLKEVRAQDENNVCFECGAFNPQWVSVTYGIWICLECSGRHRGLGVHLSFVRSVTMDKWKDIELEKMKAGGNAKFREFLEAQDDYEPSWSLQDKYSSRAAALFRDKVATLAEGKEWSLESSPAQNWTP
#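 System: truncated rat Arfgap1 GAP domain / Benchmarks: high control wells lacking Arfgap1, low control full reaction with DMSO / Times: compound-enzyme preincubation 20 min, reaction 120 min, detection 60 min, 25 °C / Repeats: one replicate per compound / Also added: human ARF1(Δ1-17)-GTP substrate / Measured by: Tracer-displacement fluorescence polarization with EDTA stop, 620/688 nm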
# * hit, by the source's call; i = inactive; . = no result given.
SMILES,LEDGF integ inh,ADAM17 inh,KLK7 zymogen act,ADAM10 inh,TDP2 absorb,PLCg1 inh,Tn7 DDE FP,ASAP1 inh,DDE Tn6 FP inh,ARFGAP1 inh
CCC(COC)Oc1cc(NCc2ccccc2)c2ncn(C(C)C)c2c1 (configuration not stated),27*,-5,0.9,-8,61*,-47,-2,12,3,7
CN(CC(=O)Nc1ccc(Cl)c(Cl)c1)C(=O)/C=C/c1ccc(F)cc1,1,2,0.4,0,-1,-1,-2,4,4,19
CCC(=O)NC(=S)Nc1cccc(Cl)c1N1CCCCC1,2,0,-0.5,0,-4,1,4,9,5,0
O=C(Nc1ccc(S(=O)(=O)Nc2cnc3ccccc3n2)cc1)c1cccc(OC(F)F)c1,-6,-15,0.2,-39,-8,-17,-1,1,7,11
CCN(c1ccccc1)S(=O)(=O)c1cccc(C(=O)N(C)CC(=O)Nc2ccc(F)c(F)c2F)c1,-1,0,0.3,-4,-2,0,9,-7,-2,5
Cc1cccc(NC(=O)c2sc3nc(C)nc(N4CCOCC4)c3c2C)c1,-3,0,1.1,7,3,-4,3,-4,5,4
Cc1sc2nc(SCC(=O)N3CCN(CCO)CC3)n(-c3ccccc3)c(=O)c2c1C,1,-5,0.1,1,7,1,6,-3,1,9
O=C(CCCCC(=O)NN=Cc1ccc2c(c1)CCC2)NN=Cc1ccc2c(c1)CCC2,1,-4,-0.2,-7,1,2,2,6,-1,-1
C=CCC[C@H](Cc1ccc(F)cc1)C(=O)OC[C@@H](NC(=O)[C@@H](CC=C)CC(=O)N[C@@H](CO)Cc1ccccc1)C(C)(C)C,-2,8,0.2,20*,-13,1,-9,21,-6,4
COc1ccc2c(c1)O/C(=C\c1ccccc1O)C2=O,-6,-4,-0.1,-10,-9,-68,6,-10,-2,5
CNC[C@H]1Oc2c(NC(=O)C3CC3)cccc2C(=O)N([C@H](C)CO)C[C@@H]1C,-2,-2,-0.9,0,7,0,-4,4,-1,9
Cc1cc(C)cc(-n2nnc(C(=O)NCc3ccc4c(c3)OCO4)c2N)c1,-1,0,-0.1,-6,-15,1,-9,12,-1,2
O=C1NC(=S)N/C1=C\c1ccc(Oc2ccc(C(F)(F)F)cc2[N+](=O)[O-])c(Cl)c1,4,-1,0.1,5,4,-2,-4,1,7,8
COc1ccc2c(c1)C(=NNc1ccc(C(=O)O)cc1)c1cc(OC)ccc1-2,-2,-4,0.0,-4,8,4,-3,0,12,-2
COc1ccccc1-n1cnc2c(c1=O)c1nc3ccccc3nc1n2-c1ccc(C)cc1,-2,-3,-0.8,-11,-1,-13,0,0,4,0
Cc1cccc(N2CCN(C(=O)CN3C(=O)NC(C)(C)C3=O)CC2)c1C,-1,-6,0.4,2,9,-1,6,4,1,-11
O=C(CN(Cc1ccco1)C(=O)CCC(=O)Nc1ccccn1)NCc1ccccc1,-9,-3,-0.3,-1,-13,1,-6,5,0,1
COc1ccccc1Oc1ccc(NC(=O)Cc2ccccc2)cc1,4,2,0.3,3,-3,1,0,7,2,8
CN(C)S(=O)(=O)c1cccc(NC(=O)CCc2nc3sc4c(c3c(=O)[nH]2)CCCC4)c1,3,2,-0.3,-2,-12,0,4,5,5,10
NC(Cc1ccc(Cl)cc1)c1csc(Nc2ccc(C(=O)c3ccccc3)cc2)n1 (configuration not stated),0,-10,-3.5,-23,-8,-137,-1,9,5,5
NC(=O)c1sc2nc3c(c(-c4ccc(Cl)cc4)c2c1N)CCCC3,0,-1,-1.7,-11,-3,i,-10,12,-10,-7
O=C(CC(C(=O)O)c1cccc(Cl)c1)c1ccccc1 (configuration not stated),4,-1,-0.2,2,-1,-2,-2,4,-3,8
CC(C)COP(=O)(CNC(=O)CN1C(=O)c2ccccc2S1(=O)=O)OCC(C)C,0,7,0.8,6,-6,9.8*,-3,-4,4,-3
c1ccc2oc(SCc3cn4ccsc4n3)nc2c1,2,9.2*,-0.4,9,-14,9.5*,3,0,-6,10
C[C@@H]1C=C[C@](Cc2ccccc2)(C(=O)NCC2CC2)N1C(=O)c1ccccc1,0,-3,-0.2,-4,2,1,-4,1,1,-3
Cc1c(NC(=S)SCc2ccccc2)c(=O)n(-c2ccccc2)n1C,0,0,-0.5,4,5,2,0,5,-6,-14
COc1ccc(C(=O)Nc2cc(C(C)=O)c(C)oc2=O)cc1,5,-1,-0.1,-4,0,-2,1,-7,0,-10
C[C@@H]1CN([C@H](C)CO)C(=O)CCCn2cc(nn2)CO[C@H]1CN(C)S(=O)(=O)c1ccc(C#N)cc1,-5,1,0.2,-1,2,3,4,5,3,-4
CCOC(=O)c1cnn(-c2ncnc3c2oc2ccccc23)c1N,2,-2,-0.1,-5,8,-1,-11,16,1,8
CC(=O)Oc1ccc(Cn2c(C)c(C(=O)N(C)Cc3ccc(F)cc3)sc2=O)cc1,0,0,-0.5,-2,5,3,-4,-12,-1,-9
COc1ccc(C(=O)N/N=C2\CCc3ccccc32)cc1OC,-1,-3,-0.1,-2,-1,4,-2,2,-8,11
COc1ccccc1CNC(=O)COC(=O)Cc1ccc(Cl)cc1,3,1,-0.6,2,5,1,-6,-4,2,6
Fc1ccccc1N1CCN(C2CCN(Cc3c[nH]c4ccccc34)CC2)CC1,-5,-4,-0.2,6,-2,0,6,9,8,0
CN1CCN(C(=O)C(Cc2ccccc2)NS(=O)(=O)c2ccc3c(c2)CCC(=O)N3)CC1 (configuration not stated),-5,-1,-0.5,-16,-10,-2,6,1,-2,17
O=S(=O)(c1ccc(F)cc1)N1CCC(O)(c2ccc3c(c2)OCO3)CC1,-1,2,0.2,3,-1,0,-7,8,0,0
COCCn1c(-c2cc(OC)c(OC)c(OC)c2)nc2oc3ccccc3c(=O)c2c1=O,0,-4,0.3,-10,3,-3,-5,-6,-11,7
CN(C)c1cccc(C(=O)N/N=C/c2ccoc2)c1,-7,-8,0.4,-1,-2,-12,-5,14,-3,4
CN(C)c1ccc(NC(=S)OC2CCC23CCC(c2ccccc2)CC3)cc1 (configuration not stated),0,-5,0.1,-6,8,3,-8,.,9,.
O=C(NCc1ccccc1)c1cc(-c2cccc(O)c2)on1,0,-1,0.0,-9,5,-2,2,-3,-2,-4
COc1ccccc1N1C(=O)CC(Sc2ncccc2C(=O)O)C1=O (configuration not stated),-1,-3,0.5,-5,2,4,-16,7,1,-6
S=C(c1ccc(-c2cccc(Cl)c2)o1)N1CCOCC1,0,4,-0.3,5,-2,0,2,11,0,-5
N#CC(=C=[N-])c1nc2ccccc2nc1-[n+]1cccc(NC(=O)c2ccccc2)c1,2,-4,0.3,2,-7,0,-3,4,2,-10
CCOC(=O)[C@]12CCCC=C1N(Cc1ccc(Cl)cc1Cl)C(=O)[C@H](CC(=O)NCCC(C)C)C2,-5,-2,0.8,1,-5,1,-1,-3,-7,-9
CCOC(=O)C1CCCN(Cc2cc(=O)oc3cc(C)ccc23)C1 (configuration not stated),-5,-2,0.5,-14,2,-2,-1,-8,4,10
CN(C)S(=O)(=O)c1cc(NC(=O)CN2CCNC(=O)C2)ccc1Cl,2,-2,0.0,-2,3,-3,5,-15,6,3

# Four of the entries above in order of the LEDGF integ inh value, falling.
Molecule	LEDGF integ inh	ADAM17 inh	KLK7 zymogen act	ADAM10 inh	TDP2 absorb	PLCg1 inh	Tn7 DDE FP	ASAP1 inh	DDE Tn6 FP inh	ARFGAP1 inh
NC(=O)c1sc2nc3c(c(-c4ccc(Cl)cc4)c2c1N)CCCC3	0	-1	-1.7	-11	-3	i	-10	12	-10	-7
CCN(c1ccccc1)S(=O)(=O)c1cccc(C(=O)N(C)CC(=O)Nc2ccc(F)c(F)c2F)c1	-1	0	0.3	-4	-2	0	9	-7	-2	5
COc1ccc2c(c1)O/C(=C\c1ccccc1O)C2=O	-6	-4	-0.1	-10	-9	-68	6	-10	-2	5
O=C(CN(Cc1ccco1)C(=O)CCC(=O)Nc1ccccn1)NCc1ccccc1	-9	-3	-0.3	-1	-13	1	-6	5	0	1

# (more compounds)
SMILES,LEDGF integ inh,ADAM17 inh,KLK7 zymogen act,ADAM10 inh,TDP2 absorb,PLCg1 inh,Tn7 DDE FP,ASAP1 inh,DDE Tn6 FP inh,ARFGAP1 inh
Cc1ccc2cc(/C=N/NC(=O)[C@H](C)NC(=O)OC(C)(C)C)c(Cl)nc2c1,4,1,-0.6,0,10,0,1,-9,-2,11
COC(=O)c1sccc1NC(=O)c1cccs1,6,3,0.4,7,-9,3,-1,3,-2,10
CN(CC(=O)Nc1c(Cl)cccc1Cl)C(=O)C1CSC2(C)CCC(=O)N12 (configuration not stated),1,-2,0.0,-10,-5,-1,-1,-7,1,16
Cc1onc(-c2ccccc2)c1-c1nc2ccccc2c(=O)o1,-1,-8,0.1,7,-5,-5,6,10,-2,5
COCCN(C(=O)CSCC(=O)Nc1ccc(C)cc1)c1c(N)n(CC(C)C)c(=O)[nH]c1=O,-5,-2,0.4,-17,-5,-3,-4,-1,4,-9
C=Cc1ccc(Cn2c(C)c(C(=O)NCc3cccc(C(F)(F)F)c3)sc2=O)cc1,-1,0,-0.2,-7,-2,0,5,0,8,7
CCOc1ccc(CCN2C(=S)N([C@@H](Cc3ccc(O)cc3)CN3CCC[C@@H]3CN3C(=S)NC[C@@H]3CC(C)C)C[C@@H]2Cc2ccc(O)cc2)cc1,-2,9.8*,0.1,23*,1,3,0,20,16*,9
Cc1cc(C)cc(NC(=O)Nc2ccc(NC(=O)c3ccccc3O)cc2)c1,2,2,-0.4,4,3,-1,-3,-3,3,11
CCN(CC)c1cc(C)c2cc(NC(=O)c3cccs3)ccc2n1,-5,-5,-0.1,-1,-2,-1,5,9,5,8
